# Mdm2 ligase inh: Mdm2 E3 ligase (human) inhibition | Q00987 | cell-based MDM2 ubiquitination luciferase reporter, 2 h; 0 = plate control, 100 = twice control, blank-subtracted | signal enhancement, % at 5 µM | hit rate 0.11% among 210,000;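 active = signal enhancement of 30% or more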;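 also: luminescence tracks abundance of the self-degrading MDM2-luciferase fusion protein; higher signal means inhibition of MDM2 E3 ligase activity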
# Target sequence (Q00987 whole entry, looked up, the tested form may be a part): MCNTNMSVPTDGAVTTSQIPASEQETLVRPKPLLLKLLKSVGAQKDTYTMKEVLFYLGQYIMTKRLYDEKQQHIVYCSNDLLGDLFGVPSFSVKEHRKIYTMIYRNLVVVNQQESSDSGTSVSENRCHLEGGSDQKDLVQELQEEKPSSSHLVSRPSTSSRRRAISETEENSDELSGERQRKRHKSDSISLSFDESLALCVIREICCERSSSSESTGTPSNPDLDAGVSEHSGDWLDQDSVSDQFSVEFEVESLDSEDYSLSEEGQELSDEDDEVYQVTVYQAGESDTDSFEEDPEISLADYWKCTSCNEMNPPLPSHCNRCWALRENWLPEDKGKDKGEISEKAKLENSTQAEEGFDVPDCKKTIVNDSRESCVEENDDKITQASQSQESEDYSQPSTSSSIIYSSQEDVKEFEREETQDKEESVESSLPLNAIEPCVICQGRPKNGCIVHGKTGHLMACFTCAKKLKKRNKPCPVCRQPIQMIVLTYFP
#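 test system = mammalian cells stably expressing self-ubiquitinating, self-degrading MDM2 E3–luciferase fusion | quantity = 2000 cells/well | incubation = cell settling 4 h, compound treatment 2 h, both 37 °C | signal = luminescence with SteadyLite reagent, 15 min at room temperature | evaluation = % enhancement relative to plate controls after blank subtraction | benchmarks = plate controls and plate blanks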
# PERK inh: inhibitors of human PERK kinase; Q9NZJ5; CHO PERK-DD fusion, SEAP luminescence translation reporter; inhibition, % at 5.6 µM; hit rate 0.17% among 220,000; AID 1416;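 active = inhibition above the mean inhibition of all tested compounds plus 3 SD, set separately per screening campaign, cut at about 2.9% in these data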;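 also: PERK kinase domain activated by AP20187 dimerizer at 100 nM; 0% = DMSO with dimerizer and 100% = rapamycin at 8.4 µM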
# eIF4E 4G PPI: blocks eIF4E binding to eIF4G; P63073+Q04637; TR-FRET eIF4E-eIF4GI(517-606) binding, 2 h; inhibition, % at 21.7 µM; hit rate 0.37% among 220,000;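 active = inhibition above about 30%, limit read from the data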;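 also: 0% = full FRET control wells and 100% = background wells lacking eIF4GI fragment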
# Wee1 degr inh: blocks degradation of human Wee1 kinase; reporter increase, % at 5 µM; hit rate 1.2% among 220,000; HeLa Luc-Wee1K328M stability, luciferase luminescence; 100% = proteasome inhibitor MG132 effect; P30291;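 active = activation above the mean of all tested compounds plus 3 SD, set per screening run, cut at about 8.8% in these data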;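 also: cells exposed to compound for 20 h before luminescence read; 0% = DMSO alone and 100% = MG132 at 30 µM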
# BaF3 parental: reduces parental Ba/F3 cell viability, JAK2V617F counter-screen; CellTiter-Glo ATP luminescence; inhibition, % at 5.6 µM; hit rate 1.1% among 220,000; AID 1486;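 active = inhibition above a per-campaign cutoff, the mean inhibition of all tested compounds plus 3 SD, cut at about 27% in these data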;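 also: 0% = DMSO wells and 100% = JAK Inhibitor I control wells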
# NPY2 pot ag: potentiates or activates human NPY-Y2 receptor; cells expressing NPY-Y2, potentiator/agonist read-out; activation, % at 3.6 µM; hit rate 0.45% among 220,000; in the data active = activation above about 27%;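 also: cells stimulated with NPY near EC25 plus isoproterenol at EC100; 0% = vehicle plus submaximal agonist and 100% = vehicle plus saturating agonist; some results beyond the cut were filed as inactive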
# Target sequence (P49146 whole entry, looked up): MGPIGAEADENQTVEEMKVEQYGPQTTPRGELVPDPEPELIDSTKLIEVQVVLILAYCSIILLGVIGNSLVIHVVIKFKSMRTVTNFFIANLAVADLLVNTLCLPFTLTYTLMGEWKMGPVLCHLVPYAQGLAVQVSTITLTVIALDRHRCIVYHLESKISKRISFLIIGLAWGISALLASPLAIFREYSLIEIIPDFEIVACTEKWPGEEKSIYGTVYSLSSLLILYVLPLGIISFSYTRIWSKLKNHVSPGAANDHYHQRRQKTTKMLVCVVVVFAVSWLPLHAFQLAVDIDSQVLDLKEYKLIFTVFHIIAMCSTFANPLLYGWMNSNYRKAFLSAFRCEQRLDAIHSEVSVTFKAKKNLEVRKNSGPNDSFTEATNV
# S1P4 antag: antagonists of human S1P4 receptor. inhibition, % at 4.98 µM. S1P4-expressing cells, antagonist mode, reporter read-out. hit rate 0.26% among 220,000. O95977; in the data active = inhibition above about 29%;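 also: 0% = wells stimulated with agonist and 100% = vehicle wells without agonist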
# S1P4 ag: agonists of human S1P4 receptor | hit rate 0.35% among 220,000 | activation, % at 4.98 µM | S1P4-expressing cell line, agonist reporter assay; in the data active = activation above about 11%;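 also: 0% = DMSO vehicle and 100% = reference agonist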
# Ba/F3 V617F tox: loss of viability in JAK2V617F-driven Ba/F3 cells; inhibition, % at 5.6 µM; AID 1446; Ba/F3 EpoR-JAK2V617F viability, ATP luminescence; hit rate 1.1% among 220,000;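 active = inhibition above the campaign mean plus 3 SD over all tested compounds, cut at about 24% in these data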;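 also: cytokine-independent growth of Ba/F3 cells driven by EpoR plus mutant JAK2; 0% = DMSO-treated cells and 100% = JAK inhibitor I control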
# An asterisk follows results filed as active; x = no result given; [ ] = another dose, or the depositor's remark.
item	Structure	Mdm2 ligase inh	PERK inh	eIF4E 4G PPI	Wee1 degr inh	BaF3 parental	NPY2 pot ag	S1P4 antag	S1P4 ag	Ba/F3 V617F tox
1	O=C(CCCCn1c(=O)[nH]c2ccccc2c1=O)NCCC1=CCCCC1	2	-0.7	4	0	-2	6	-22	-0.6	1
2	COCCNC(=O)Cn1nc(C)c2ccccc2c1=O	-20	1.3	3	1	0	3	1	-0.6	-3
3	COc1ccccc1-n1cnnc1SCC(=O)Nc1cc(C)on1	-4	0.8	2	0	5	11	-4	1.6	-2
4	C=CCn1c(SCC(=O)N2CCc3ccccc3C2)nc2sc(CC)cc2c1=O	-5	0.2	-5[fluorescence artefact?]	1	4	-14	-9	-0.5	1
5	COc1ccc(-n2ncc3c(=O)n(CC(=O)Nc4ccc(S(=O)(=O)N5CCOCC5)cc4)cnc32)cc1	2	-1.3	20	0	0	16	-8	-0.2	-4
6	CCOC(=O)CN(C(=O)COc1nc(-c2ccccc2)cc(C)c1C#N)c1ccccc1	-25	-0.3	1	-1	1	0	4	0.9	2
7	Clc1ccc(-n2cccc2)cn1	-16	0.1	0	4	11	-3	-5	0.3	6
8	CC(=O)c1ccc(N2CCN(C(=O)c3ccco3)C(C)C2)c(F)c1 (centres undefined)	-13	-0.2	3[fluorescence artefact?]	-2	3	5	-18	-0.8	-3
9	Fc1cccc(CN2CCN3CCCC3C2C2CCCCC2)c1 (centres undefined)	-8	-0.6	0	1	2	-13	21	-2.4	-4
10	COC(=O)N/N=C\C=C\c1ccc2c(c1)OCO2	-11	1.6	3[fluorescence artefact?]	3	2	-3	55*	-0.5	-3
11	COc1ccccc1NC(=O)CSc1nnc(-c2ccoc2C)n1CC1CCCO1 (centres undefined)	-20	-0.8	0	-3	5	8	5	0.7	2
12	Nc1ccccc1C(=O)NC1CCCCNC1=O (centres undefined)	-13	1.8	5	0	-1	9	4	0.2	-3
13	CCOC(=O)c1c(NC(=O)CSc2nnc(Cc3ccccc3)o2)sc(C(C)=O)c1C	-9	0.0	3	3	8	-8	-8	0.5	5
14	CC(=O)C1=C(C)Nc2ncnn2C1c1ccccc1Cl (centres undefined)	-11	0.0	6[fluorescence artefact?]	0	1	-16	-10	0.5	-1
15	O=C(CN1C(=O)COc2ccccc21)N(CCCN1CCOCC1)CC1CC=CCC1 (centres undefined)	-21	0.3	1	0	4	-1	-6	0.5	-3
16	Cc1cc2oc3c(c(=O)c2cc1C)C(c1ccc(C(C)C)cc1)N(CCCN1CCOCC1)C3=O (centres undefined)	x	0.5	10	2	2	5	2	-0.4	-4
17	Nc1nnc(SCc2coc(-c3ccc(Cl)cc3)n2)s1	-18	0.8	8	0	4	16	-18	-1.0	-4
18	Cc1ccc(/C=c2\sc3nc(-c4cccs4)nn3c2=O)o1	-5	-0.1	0	3	0	-14	-3	1.8	-3
19	C/C(=N\NC(=S)NC1CCCCC1)c1ccc(O)cc1	-11	1.5	2	2	-4	9	15	-1.3	-4
20	Cc1cc(C)n2nc(SCC(=O)c3cc(C)n(CC4CCCO4)c3C)nc2n1 (centres undefined)	-7	-0.1	1	-1	7	1	-10	-0.8	4
21	Cn1c(=O)c2cc(NCc3ccccc3)nnc2n(C)c1=O	-21	0.4	0	2	7	-6	-7	1.2	2
22	CC(=O)NCCc1nc2ccccc2n1CCOc1ccccc1C	4	-1.2	-1	-3	4	-8	1	-0.1	-5
23	CCOC(=O)NCc1ccc(S(=O)(=O)Nc2ccccc2C)cc1	-28	1.3	2	-3	0	9	-3	0.8	1
24	Cc1ccc(-n2[nH]c(C)c(C=Nc3ccc(S(=O)(=O)N4CCOCC4)cc3)c2=O)c(C)c1	-4	0.5	-2	-3	2	2	-2	1.4	4
25	CCCCn1c(=O)n(C)c(=O)c2c(C(F)(F)F)cc(-c3ccncc3)nc21	-24	-0.2	x	1	4	-17	-6	-0.3	4
26	O=C(O)c1cccnc1SC1CC(=O)N(CCc2ccccc2)C1=O (centres undefined)	2	-0.5	1[fluorescence artefact?]	-1	0	3	-6	-0.1	-1
27	Cc1sc2ncn3cnnc3c2c1C	-23	-0.1	0	-1	-1	-5	0	-0.9	-4
28	COc1cc(C2C(C#N)=C(N)Oc3cc(O)ccc32)cc(OC)c1OC (centres undefined)	14	0.9	-18[fluorescence artefact?]	-1	1	8	-8	-0.7	-2
29	CCOc1ccc(/C=N/NC(=O)C(OC)c2ccccc2)cc1 (centres undefined)	-7	0.6	6	-3	7	4	0	1.3	3
30	O=C(NNc1cccc(Cl)n1)Nc1ccc(Cl)cc1	-17	1.1	3	-2	3	1	1	0.1	-1
31	COc1ccc(C2C3=C(NCCN=C3c3ccccc3)C(=O)N2c2ccccc2)c(OC)c1 (centres undefined)	-5	1.8	3	-5	6	3	-12	0.1	1
32	O=C1NCCN1Cc1cccc(Cl)c1	-11	1.2	5[fluorescence artefact?]	-1	1	-6	5	-0.2	-2
33	Cc1ccc(S(=O)(=O)N=C2SCCCS2)cc1	-2	1.5	1	-1	2	-7	3	-1.9	-1
34	CC12CCC(C(=O)NCCCN3CCOCC3)(OC1=O)C2(C)C (centres undefined)	-4	1.3	-3	0	-2	9	6	0.9	-4
35	COC(=O)C1=C(C)NC(=S)N(C(C)=O)C1c1ccc(OC)c(OC)c1 (centres undefined)	8	0.2	10	-2	2	0	-30	0.9	0
36	Cc1cc(/C=N/Nc2nc(N)ncc2[N+](=O)[O-])c(C)n1-c1ccccc1F	x	1.2	-4	-5	0	4	-19	3.6	3
37	O=C(Nc1ccnc(-c2cccnc2)n1)c1cccc(Cl)c1Cl	-40	1.0	0	-1	6	-13	-18	2.5	2
38	O=C(CSc1n[nH]c(-c2cccs2)n1)NCc1cccs1	-14	0.9	-1	0	3	10	-13	1.5	-6
39	Cc1ccc2cc(/C=N/Nc3ccc(C(=O)O)cc3)c(Cl)nc2c1	-8	2.0	4	-2	4	8	4	-0.5	2
40	COC(C(=O)Nc1ccc(F)cc1)c1ccccc1 (centres undefined)	x	0.4	-4	1	0	10	2	3.1	-4
41	Cc1ccc(OC(=O)c2ccccc2C(=O)OCC(F)(F)C(F)F)cc1	-26	0.5	9	2	3	-12	10	-1.6	-2
42	NC(=O)c1snnc1-c1ccccc1	-6	-0.3	0	6	-1	13	3	0.0	-7
43	Cc1ccc(SCc2[nH]nc3c2C(c2ccco2)C(C#N)=C(N)O3)cc1 (centres undefined)	-10	0.8	3	4	7	-15	2	2.0	1
44	CCOC(=O)C1CCN(C(c2cc3c(C)ccc(C)c3[nH]c2=O)c2nnnn2C2CCCCC2)CC1 (centres undefined)	-24	0.1	-9	-1	3	-7	-12	11	1
45	Cc1nc(SCC(C)C)[nH]c(=O)c1Cc1ccccc1	-12	1.2	9	-1	8	-6	-7	2.3	2
46	COc1ccc(Br)cc1/C=N/NC(=O)C(c1ccncc1)N1CCOCC1 (centres undefined)	-11	0.0	8	0	7	1	-2	-2.0	5

# Compounds shown so far that contain an aryl methoxy group (7):
item	Structure	Mdm2 ligase inh	PERK inh	eIF4E 4G PPI	Wee1 degr inh	BaF3 parental	NPY2 pot ag	S1P4 antag	S1P4 ag	Ba/F3 V617F tox
3	COc1ccccc1-n1cnnc1SCC(=O)Nc1cc(C)on1	-4	0.8	2	0	5	11	-4	1.6	-2
5	COc1ccc(-n2ncc3c(=O)n(CC(=O)Nc4ccc(S(=O)(=O)N5CCOCC5)cc4)cnc32)cc1	2	-1.3	20	0	0	16	-8	-0.2	-4
11	COc1ccccc1NC(=O)CSc1nnc(-c2ccoc2C)n1CC1CCCO1 (centres undefined)	-20	-0.8	0	-3	5	8	5	0.7	2
28	COc1cc(C2C(C#N)=C(N)Oc3cc(O)ccc32)cc(OC)c1OC (centres undefined)	14	0.9	-18[fluorescence artefact?]	-1	1	8	-8	-0.7	-2
31	COc1ccc(C2C3=C(NCCN=C3c3ccccc3)C(=O)N2c2ccccc2)c(OC)c1 (centres undefined)	-5	1.8	3	-5	6	3	-12	0.1	1
35	COC(=O)C1=C(C)NC(=S)N(C(C)=O)C1c1ccc(OC)c(OC)c1 (centres undefined)	8	0.2	10	-2	2	0	-30	0.9	0
46	COc1ccc(Br)cc1/C=N/NC(=O)C(c1ccncc1)N1CCOCC1 (centres undefined)	-11	0.0	8	0	7	1	-2	-2.0	5

# Rows are unselected. Share with any hit: about 4.1%.
